Screening data deposited in PubChem by Southern Research Specialized Biocontainment Screening Center.
H37Rv inhibition = M. tuberculosis growth inhibition, HTS (AID 449762). 330,000 tested, 0.59% active. M. tuberculosis H37Rv growth inhibition, 7H9 media; higher % means a stronger effect. inhibition, % at 25 µM, or IC50 in µM where a hit was titrated; in the data active = a potency from the dose series; inconclusive = inhibition above about 70% without an active follow-up result;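 note: bacterial growth assessed after seven days of incubation; strong numbers were not always called active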
PhoP GFP inhibition = PhoP regulon inhibitors, Salmonella typhi PhoP promoter GFP reporter, confirmatory (AID 1850) | 310,000 tested, 0.33% active | one-dose inhibition, % at 50 µM; IC50 in µM for titrated hits | Salmonella Typhi PhoP-promoter GFP reporter, fluorescence, 4 h; higher % means a stronger effect; in the data active = a potency from the dose series; inconclusive = inhibition mostly from about 25% at the one dose, without a potency; inactive = the rest, 99 in 100 with inhibition below about 19%;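 note: 0% = induced wells with vehicle and 100% = uninduced wells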
VEEV TC-83 Vero = inhibitors of VEEV TC-83 cytopathic effect, confirmation, Vero cells (AID 588727) | Vero cells, VEEV TC-83 cytopathic effect inhibition; higher % means a stronger effect | one-dose inhibition, % at 20 µM; IC50 in µM for titrated hits | 350,000 tested, 0.13% active; in the data active = a potency from the dose series; inconclusive = inhibition mostly from about 14% at the one dose, without a potency; inactive = the rest, 99 in 100 with inhibition below about 12%; note: strong numbers were not always called active
tuberculosis growth = growth inhibition of non-replicating M. tuberculosis (AID 488890) | inhibition, % at 25 µM, or IC50 in µM where a hit was titrated | Mycobacterium tuberculosis non-replicating, growth inhibition; higher % means a stronger effect | 320,000 tested, 0.39% active; in the data active = a potency from the dose series; inconclusive = inhibition mostly from about 82% at the one dose, without a potency; inactive = the rest, 99 in 100 with inhibition below about 76%;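 note: plate controls were DMSO cells for no effect and high antibiotic wells for full effect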
H1N1 NS1A inhibition = H1N1 influenza NS1A inhibitors, functional cell based assay (AID 504329). NS1A functional cell-based assay, percent inhibition; higher % means a stronger effect. inhibition, % at 12.5 µM, or IC50 in µM where a hit was titrated. 340,000 tested, 0.3% active; in the data active = a potency from the dose series; inconclusive = inhibition above about 27% without an active follow-up result; note: strong numbers were not always called active
VEEV TC-83 Vero 10K pilot screen = second read-out of VEEV TC-83 Vero, no call of its own (marks repeat the call); inhibition, %; measured here: 10K pilot screen inhibition
* marks the source's active call; other numbers are inactive results; i = inactive; ? = inconclusive; / = no result given.

SMILES	H37Rv inhibition	PhoP GFP inhibition	VEEV TC-83 Vero	tuberculosis growth	H1N1 NS1A inhibition	others
CCCCn1c(=O)c(CCC(=O)OCC(=O)NC(C)c2ccccc2)nc2ccccc21 (stereo not given)	-4%	-8%	1.1%	/	-1%
COc1ccc(CCNC(=O)CSc2nc(N)c3c(C)c(C)oc3n2)cc1OC	0%	-1%	0.0%	-4%	2%
CCOC(=O)c1sc2nc(CC(=O)OC)nc(N3CCN(c4ccccn4)CC3)c2c1C	64%	1%	9.9%	39%	2%
CC1CCCC(C)N1CCCNC(=O)Cn1ncc2c([nH]c3ccccc32)c1=O (stereo not given)	-5%	0%	0.9%	1%	-3%
Cc1nc(NC(=O)Nc2ccc(Cl)cc2)sc1C	1%	-5%	7.2%	-4%	-6%
CC(C)(C)c1ccc(C(=O)NCCC(=O)Nc2cc(Cl)ccc2N2CCOCC2)cc1	5%	/	6.3%	41%	-6%
O=C(Nc1cccc(C(F)(F)F)c1)c1ccc2nc(N3C(=O)CCC3=O)sc2c1	?	11%	i	11%	5%
O=C1COc2ccc(C(=O)COC(=O)C3CC(O)CN3S(=O)(=O)c3ccc(Cl)cc3)cc2N1 (stereo not given)	6%	-11%	0.7%	-1%	-2%
COc1ccc(/C=C/C2=NC(=C\N(C)C)/C(=O)O2)cc1	16%	-3%	10%	63%	1%
Cc1noc(C)c1COC(=O)c1cc2c(C)nn(-c3ccc(F)cc3)c2s1	-1%	3%	0.1%	-14%	6%
Cc1cc(C)n2cnnc2n1	-12%	8%	i	-1%	/
O=C(NC(=S)Nc1ccc(NC(=O)c2ccccc2)cc1)c1ccc(F)cc1	-3%	11%	0.7%	7%	0%
CCCC1=Nc2cc(C(=O)NCCCN3CCN(C)CC3)ccc2Sc2ccccc21	8%	7%	i	4%	7%
COc1ccccc1NS(=O)(=O)c1cc(NC(=O)c2cc3ccccc3oc2=O)ccc1C	4%	-1%	0.8%	-8%	0%
Cn1c(C=O)c(C#Cc2ccccc2)c2ccccc21	13%	/	3.0%	-6%	-36%
COc1ccc(/C(C)=N/NC(=O)c2cc(-c3cccnc3)nc3ccccc23)cc1	2%	-8%	0.5%	-19%	-2%
O=c1c2ccccc2nc(-c2ccoc2)n1CCc1ccccc1	-2%	27%	25%	31%	-1%
CC(C)N=C(N)N=C(N)Nc1ccc(Cl)cc1	0%	29%	i	2%	0%
Cc1ccc(NS(=O)(=O)c2cc(NC(=O)c3cc(=O)[nH]c(=O)[nH]3)ccc2Cl)c(C)c1	-3%	9%	2.7%	35%	7%
COC(=O)CSc1ncnc2c1cnn2-c1ccc(C)cc1C	3.8µM*	-4%	1.8%	?	-3%
Cc1ccc(S(=O)(=O)N2CCCC(C(=O)NCCc3ccc(S(N)(=O)=O)cc3)C2)cc1 (stereo not given)	-2%	-14%	0.3%	-2%	11%
CC1=C(C(=O)Nc2ccccn2)C(c2ccccc2)n2ncnc2N1 (stereo not given)	-6%	-9%	2.7%	-12%	4%
COCCn1c(SCC(=O)N2CCCc3ccccc32)nc2ccccc2c1=O	11%	3%	i	33%	-1%
Cc1cc(C)cc(NC(=O)NCC2CCN(Cc3cc(C)ccc3C)CC2)c1	-6%	-5%	9.4%	31%	4%
CC1CCCC(C)N1C(=O)COC(=O)c1cncc(Br)c1 (stereo not given)	-4%	/	i	18%	-2%
O=C(Nc1cccc(-c2nc3ncccc3o2)c1)c1sc2ccccc2c1Cl	6%	-3%	4.2%	-3%	-1%
Cc1cc(=O)oc(C)c1C(=O)NCCNC(=O)c1c(C)cc(=O)oc1C	-2%	-7%	1.5%	-22%	2%
COc1ccc(-c2csc(Nc3ccc(O)cc3)n2)cc1	25%	4%	8.5%	34%	10%
COc1cc2cc(CCOC(=O)N3CCCCC3)oc(=O)c2cc1OC	-9%	/	i	8%	-2%
Brc1cccc(OCCSc2ncccn2)c1	4%	-2%	1.9%	31%	/
CC(=O)Nc1cccc(NC(=O)CSc2ncc(C(=O)Nc3ccc(F)cc3)c(=O)n2C)c1	24%	11%	5.8%	17%	-9%
CSc1nc(O)cc(=O)n1-c1ccc(F)cc1	-4%	5%	i	53%	1%
CCSc1nnc(NC(=O)c2ccco2)s1	6%	-3%	0.6%	-1%	-4%
Nc1ccc(-c2nc3ccc(N)cc3[nH]2)cc1	-1%	3%	4.1%	13%	13%
CCNc1ncnc2c1cnn2C1CCCO1 (stereo not given)	/	/	0.1%	/	-20%
COc1ccc(C(=O)Nc2nc3cc4c(cc3s2)OCCO4)c(OC)c1	10%	2%	0.3%	4%	11%
COc1ccc([N+](=O)[O-])cc1CSc1ccccn1	1%	-3%	i	35%	9%
CCOC(=O)c1cc2c(=O)[nH]c(C(Cl)(Cl)Cl)nc2o1	3%	2%	2.1%	6%	-4%
COc1cc(Cl)cc(/C=C/c2ccc3ccccc3n2)c1OC(C)=O	38%	7%	11%	31%	-2%
O=C(O)C1CCC(C(=O)O)SS1 (stereo not given)	/	/	0.4%	/	-18%
S=C(c1nc2ccccc2[nH]1)N1CCOCC1	6%	15%	2.7%	?	-14%
CC(C)C(NS(=O)(=O)c1ccc2c(c1)OCCO2)C(=O)NCCc1ccccn1 (stereo not given)	5%	1%	1.1%	-1%	5%
O=C(CN1CCN(c2ccccc2)CC1)Nc1ccccc1Cl	6%	-4%	i	68%	11%	VEEV TC-83 Vero 10K pilot screen=0.1
O=C(COC(=O)c1cc(=O)c2ccccc2o1)Nc1ccc2ccccc2c1	-10%	0%	0.7%	25%	-1%
O=C(NCCc1ccccc1)c1cccc2c1C(=O)N(C1CCCCC1)C2	1%	14%	2.4%	0%	2%

At a glance, some entries already given.
SMILES	H37Rv inhibition	PhoP GFP inhibition	VEEV TC-83 Vero	tuberculosis growth	H1N1 NS1A inhibition	others
CC(=O)Nc1cccc(NC(=O)CSc2ncc(C(=O)Nc3ccc(F)cc3)c(=O)n2C)c1	24%	11%	5.8%	17%	-9%
CSc1nc(O)cc(=O)n1-c1ccc(F)cc1	-4%	5%	i	53%	1%

An excerpt from above in order of length of the SMILES, largest number first:
SMILES	H37Rv inhibition	PhoP GFP inhibition	VEEV TC-83 Vero	tuberculosis growth	H1N1 NS1A inhibition	others
CC(C)C(NS(=O)(=O)c1ccc2c(c1)OCCO2)C(=O)NCCc1ccccn1 (stereo not given)	5%	1%	1.1%	-1%	5%
COc1ccc(C(=O)Nc2nc3cc4c(cc3s2)OCCO4)c(OC)c1	10%	2%	0.3%	4%	11%
COc1ccc([N+](=O)[O-])cc1CSc1ccccn1	1%	-3%	i	35%	9%
CCNc1ncnc2c1cnn2C1CCCO1 (stereo not given)	/	/	0.1%	/	-20%
O=C(O)C1CCC(C(=O)O)SS1 (stereo not given)	/	/	0.4%	/	-18%

(continued)
SMILES	H37Rv inhibition	PhoP GFP inhibition	VEEV TC-83 Vero	tuberculosis growth	H1N1 NS1A inhibition	others
COC(=O)C1(c2ccccc2)NC(c2ccc(O)cc2)C2C(=O)N(c3ccc4c(c3)OCO4)C(=O)C21 (stereo not given)	-4%	3%	0.2%	14%	-7%
O=C(CCN1C(=O)c2cccnc2C1=O)NC1CCCCCC1	-6%	-5%	1.4%	-18%	2%
Cc1ccc(S(=O)(=O)N2[C@@H](c3ccc(C(C)(C)C)cc3)C(C(=O)O)=CC[C@H]2c2ccc(C(C)C)cc2)cc1	7%	/	0.5%	79%	1%
Cc1ccccc1NS(=O)(=O)c1ccc(C)c(NS(C)(=O)=O)c1C	-1%	-4%	1.6%	-11%	-7%
CCC(=O)Nc1ccc(C(=O)N/N=C/c2cccnc2)cc1	-4%	13%	i	7%	-3%
O=C(COC(=O)CCC1CCCC1)Nc1ccc(F)cc1Cl	15%	/	0.9%	54%	-8%
C=CCSC1=C(C#N)C(c2cc(Br)c(O)c(OC)c2)CC(=O)N1 (stereo not given)	0%	-2%	0.8%	-13%	-18%
CCOC(=O)C1=C(Cc2ccc(Cl)cc2)C(=O)c2ccccc2C1=O	16%	-4%	i	?	21%
O=C(NCc1cccnc1)Nc1ccccc1F	-1%	3%	5.2%	0%	-4%
O=C(CN1CCCC1)NC(c1ccccc1)c1ccccc1	1%	-6%	i	-4%	-3%
O=C(CSc1nc2ccccc2[nH]1)Nc1ccccc1N1CCOCC1	-9%	-2%	3.5%	-6%	12%	VEEV TC-83 Vero 10K pilot screen=1.1
CCCC(=O)OCCn1c(Br)nc2c1c(=O)[nH]c(=O)n2C	4%	-15%	i	5%	-14%
CCCCCC(=O)Nc1ccc(C(=O)COC(=O)c2ccccn2)cc1	36%	0%	7.6%	30%	1%
Cc1nc(N)sc1-c1csc(Nc2cccc(C(=O)O)c2)n1	7%	1%	i	1%	6%
Cc1cc(C)nc(NS(=O)(=O)c2ccc(NC(=O)Nc3ccccc3)cc2)n1	1%	2%	1.0%	-6%	-1%
CCOCc1nnc(NC(=O)CSc2ccc(C)cc2)s1	-2%	7%	3.9%	65%	6%	VEEV TC-83 Vero 10K pilot screen=0.4
CCN(CC)c1nc(N)c2c(N)nc(OC)cc2c1C#N	-1%	17%	12%	-2%	-19%
CCOCCCNC(=O)C(NC(=O)CNC(C)=O)c1ccc(Cl)cc1 (stereo not given)	-9%	-3%	1.5%	-15%	4%
Cc1ccsc1CN1CCC(C(=O)NCc2ccccc2Cl)CC1	-4%	-9%	0.1%	-1%	-8%
Cc1c(CC(=O)N2CCC(C(=O)O)CC2)c(=O)oc2cc3c(cc12)CCC1(CCCCC1)O3	-4%	13%	5.6%	-9%	3%
Cc1cccc2c3nc4ccccc4nc3n(CCCN3C(=O)c4ccccc4C3=O)c12	/	/	0.5%	/	-5%
CCCN(CC(=O)Nc1ccccc1C)C(=O)c1ccc2c(c1)S(=O)(=O)N=C1CCCCCN12	0%	/	0.3%	8%	-7%
COc1cc(C(=O)NNC(=O)COc2ccc(Br)cc2)ccc1OCC(=O)N1CCOCC1	/	/	2.0%	/	-5%
Nc1ccc(N2CCOCC2)c(S(=O)(=O)Nc2ccccc2Cl)c1	-10%	/	4.3%	14%	-7%
Cc1nn2c(-c3ccncc3)ccnc2c1Cl	-2%	0%	1.8%	4%	-4%
OCCCCNCc1ccc(OCc2ccc(Cl)cc2Cl)cc1	-11%	77µM*	12%	?	1%
CC(=O)c1c(C)[nH]c(C(=O)NCCc2ccc(Cl)cc2)c1C	1%	-22%	3.1%	32%	4%
Cc1ccc(C)c(NC(=O)CCN2CC(C)OC(C)C2)c1 (stereo not given)	-7%	-2%	i	-10%	8%
CC(=O)O[C@H]1CCC2C3CC[C@H]4[C@@H](O)[C@H](O)CC[C@]4(C)C3CC[C@@]21C (stereo not given in full)	/	/	0.8%	/	7%
Cc1nn(-c2ccccc2)c(C)c1/C=N/NC(=O)c1cnccn1	-9%	-5%	i	1%	-6%
O=C(CSCc1ccccc1)N/N=C/c1cc2c(cc1Br)OCO2	-8%	-8%	2.2%	-19%	0%
O=C(Cn1c(=O)oc2cc(S(=O)(=O)N3CCc4ccccc43)ccc21)NC1CCCC1	4%	-3%	2.0%	/	0%
CCOC(=O)C1CCN(S(=O)(=O)c2c(C)n[nH]c2C)CC1	-10%	-2%	0.5%	-19%	-3%
COc1ccc(N2CCN(c3ccc(N)cc3C#N)CC2)cc1	1%	3%	1.6%	-2%	10%
Cc1cc(N2C(=O)C(O)=C(C(=O)c3ccco3)C2c2ccc(Cl)cc2)no1 (stereo not given)	4%	10%	i	65%	-4%
COC(C[C@H](O)[C@@H](C)[C@@H](O)COCc1ccccc1)OC	/	/	0.5%	/	8%
COc1ccccc1OCC(=O)NNC(=O)c1ccc2c(=O)n3c(nc2c1)CCC3	-6%	-6%	2.9%	-5%	-2%
CC(C)CC(OC(=O)c1ccco1)C(=O)NC1CCCC1 (stereo not given)	4%	6%	i	5%	5%
COC(=O)CN1C(=O)Nc2ccc(Br)cc2C1c1ccccc1Cl (stereo not given)	-2%	-3%	5.2%	17%	-16%
O=C(NCc1nnc(SC/C=C/c2ccccc2)o1)c1ccco1	-1%	3%	i	4.2µM*	21%
Cc1ccc(S(=O)(=O)N2CCC(=O)N(C(COCc3cccc(C)c3)C(C)C)CC2)cc1 (stereo not given)	9%	-4%	3.7%	15%	3%
Cc1onc(-c2ccccc2)c1C(=O)Nc1ccc2c(C)cc(=O)oc2c1	5%	-7%	2.4%	-3%	-3%
O=C(COc1ccccc1)N=C1SC2CS(=O)(=O)CC2N1c1cccc(F)c1 (stereo not given)	6%	1%	0.1%	1%	7%
Nc1cccc2nc3ccccc3cc12	?	36µM*	i	51%	4%
Cc1ccc(C(=O)n2nc(-n3cccc3)c3c(C)cc(C)nc32)cc1	/	/	1.2%	/	-4%
